Screening data: PubChem, several laboratories
PMI act – activators of human phosphomannose isomerase | P34949 | purified human PMI, coupled resazurin fluorescence, 20 min; hits give high values; 1 = vehicle control, 0 substrate-free wells | activation factor at 20 µM | 190,000 compounds, 0.005% hits | AID 1214;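 active = activation factor of 2 or more at 20 µM, relative to plate controls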
L major viab – Leishmania major promastigote growth inhibition; AID 1063; inhibition, % at 10 µM; Leishmania major promastigotes, resazurin fluorescence viability; 200,000 compounds, 9% hits;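 note: promastigotes grown with compound for 44 hours at 28 °C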
S1P3 antagonist – blocks the human S1P3 receptor; 170,000 compounds, 0.27% hits; Q99500; AID 485; CHO S1P3 NFAT-BLA reporter, FRET fluorescence, antagonist mode; inhibition, % at 4.98 µM;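 active = inhibition above the plate cutoff, the mean inhibition of test wells on that plate plus 3 SD, cut at about 28% in these data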;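 note: cells challenged with S1P at its EC80 of 0.8 µM; blue over green emission ratio from cleaved BLA substrate after 4 h stimulation; 0% = S1P-stimulated wells and 100% = unstimulated DMSO-only wells; some compounds past the cut are filed as inactive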
RAM inhibit – yeast RAM network inhibition; S. cerevisiae dse1pr::URA3 reporter, 5-FOA growth OD615, 2 d; analog-sensitive cbk1-as2 kinase mutant strain; inhibition, % at 50 µM; 190,000 compounds, 1.8% hits;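 active = inhibition above a set limit, 3 SD over mean compound inhibition, cut at about 8.4% in these data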;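 note: 0% = DMSO-only wells with no growth and 100% = 10 µM 1-NA-PP1 full growth; inhibition rescues growth on 5-FOA so higher OD means more RAM inhibition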
Diaphorase act – counter-screen for diaphorase-based assays: diaphorase activators and chemical reducers | activation factor at 20 µM | Diaphorase/resazurin coupled assay, resorufin fluorescence, 16 min; hits give high values; 1 = vehicle wells, 0 = NADH-free wells | 190,000 compounds, 0.005% hits;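 active = diaphorase activity raised at least twofold by the compound at 20 µM; inactive = activation factor below 2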
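Test system: Clostridium kluyveri diaphorase, purified enzyme; input: enzyme 0.07 U/mL final; buffer or medium: 50 mM HEPES pH 7.4 with 4.542 mM MgCl2, 0.005% Tween 20; also added: 0.114 mM NADH and 0.1 mM resazurin, final amounts; schedule: 16 min enzyme reaction, ambient temperature; technique: fluorescence of resorufin, 544 nm excitation, 590 nm emission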
Hsp70 activator – Hsp70 transcriptional activation, primary screen; 200,000 compounds, 0.04% hits; HeLa Hsp70 promoter luciferase reporter, luminescence; scaled: vehicle 0, proteasome-inhibitor control 100%; activation, % at 10 µM;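 active = activation above the mean across all tested compounds plus 3 SD, cutoff set per campaign, cut at about 5.5% in these data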;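 note: 100% = MG132 at 30 µM as the positive control and 0% = DMSO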
DTT redox prof – compounds producing H2O2 with reducing agent – biochemical, NIH compound library profiling, artefact control for MLSCN library redox annotation, primary screen | DTT-dependent redox cycling H2O2, phenol red/HRP absorbance; 100% = 100 µM peroxide control, 0% = buffer | activation, % at 10 µM | 200,000 compounds, 0.03% hits;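 active = activation of at least 50% relative to the plate's high and low controls in the primary single-dose screen; inactive = activation below 50%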;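 note: compound incubated with DTT at 0.8 mM final as the reducing agent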
G6PDH CS – inhibits Leuconostoc G6PDH, flagging false hits in G6PDH-based assays | Purified L. mesenteroides G6PDH, diaphorase/resazurin coupled fluorescence, 45 min | inhibition, % at 5 µM | 200,000 compounds, 0.12% hits | AID 1020
Diaph inh CS – counter-screen for diaphorase-based assays: diaphorase inhibitors and chemical oxidizers; AID 1217; 190,000 compounds, 0.69% hits; diaphorase resazurin-to-resorufin fluorescence, NADH, 16 min; bacterial (C. kluyveri) enzyme, not human; inhibition, % at 20 µM;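 active = primary screen inhibition at 20 µM above a set limit, cut at about 50% in these data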;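 note: plate controls were DMSO with full reaction for no effect and wells lacking NADH for full effect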
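Test system: bacterial diaphorase enzyme (C. kluyveri); Quantity: 0.14 U/mL diaphorase, enzyme working solution; Times: reaction incubation of 16 min at room temperature; Measured by: fluorescence of resorufin formed from resazurin, Ex 544/Em 590 nm; Benchmarks: positive control minus NADH, DMSO neutral control.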
PMI act satM6P – activators of human phosphomannose isomerase at near-saturating mannose 6-phosphate; P34949; coupled PMI enzyme assay, resazurin fluorescence, 20 min; hits give high values; 1 = untreated enzyme, 0 = substrate-free blank; activation factor at 20 µM; 190,000 compounds, 0.34% hits; AID 1216;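 active = activation factor of 2 or more at 20 µM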
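Test system: human phosphomannose isomerase with PGI, G6PDH, diaphorase coupling enzymes; Amount: PMI at 15 ng/mL final; Reagent: Mannose-6-phosphate 1.0 mM (near-saturating) plus 0.22 mM NADP+; Timing: 20 min, room temperature; Technique: resorufin fluorescence at Ex 544/Em 590 nm; Dosing: 20 µM single dose.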
TLR4 MyD88 comp – inhibitors of human TLR4-MyD88 binding; HeLa CL3-4 TLR4/MyD88 BLA complementation, FRET ratio; inhibition, % at 8.4 µM; 200,000 compounds, 0.18% hits; AID 861; in the data active = inhibition above about 25%;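 note: 0% = vehicle and 100% = reference inhibitor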
Target sequence (O00206 whole entry, looked up): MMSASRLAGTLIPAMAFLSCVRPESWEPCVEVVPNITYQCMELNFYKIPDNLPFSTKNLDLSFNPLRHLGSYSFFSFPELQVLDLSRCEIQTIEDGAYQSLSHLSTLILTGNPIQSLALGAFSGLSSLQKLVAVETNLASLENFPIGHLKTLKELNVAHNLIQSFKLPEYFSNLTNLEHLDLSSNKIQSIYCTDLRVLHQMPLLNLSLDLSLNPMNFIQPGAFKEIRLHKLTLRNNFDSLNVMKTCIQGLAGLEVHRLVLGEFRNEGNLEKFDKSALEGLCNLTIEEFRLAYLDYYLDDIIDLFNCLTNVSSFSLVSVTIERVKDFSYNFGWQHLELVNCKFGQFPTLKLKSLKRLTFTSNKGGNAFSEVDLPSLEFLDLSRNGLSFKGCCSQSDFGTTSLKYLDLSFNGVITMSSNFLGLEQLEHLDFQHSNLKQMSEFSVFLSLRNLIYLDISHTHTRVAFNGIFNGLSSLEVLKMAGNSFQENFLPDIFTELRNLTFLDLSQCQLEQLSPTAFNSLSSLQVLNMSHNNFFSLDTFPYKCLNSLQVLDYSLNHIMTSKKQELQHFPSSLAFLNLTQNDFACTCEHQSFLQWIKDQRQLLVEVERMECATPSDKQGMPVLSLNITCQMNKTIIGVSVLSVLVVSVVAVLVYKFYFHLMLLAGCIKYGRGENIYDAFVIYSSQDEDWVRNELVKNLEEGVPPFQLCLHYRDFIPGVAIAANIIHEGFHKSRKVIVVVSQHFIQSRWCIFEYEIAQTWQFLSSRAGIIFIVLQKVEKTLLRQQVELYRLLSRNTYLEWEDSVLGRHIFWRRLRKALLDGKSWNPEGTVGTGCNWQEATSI
Target sequence (Q99836 whole entry, looked up): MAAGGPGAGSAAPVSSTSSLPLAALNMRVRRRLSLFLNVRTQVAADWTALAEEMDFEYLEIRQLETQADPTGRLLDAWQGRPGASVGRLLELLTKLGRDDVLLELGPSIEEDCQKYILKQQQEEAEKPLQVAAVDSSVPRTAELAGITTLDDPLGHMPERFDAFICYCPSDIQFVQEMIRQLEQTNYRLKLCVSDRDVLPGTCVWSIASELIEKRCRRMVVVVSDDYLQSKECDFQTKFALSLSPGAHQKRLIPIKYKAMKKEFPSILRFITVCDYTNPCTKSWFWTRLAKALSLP
* = called active by the depositor; · = not tested or not shown. Cut-off read from the data, not from the text of the source, unless noted: active = inhibition above about 50%; inactive = the rest.

item	mol	PMI act	L major viab	S1P3 antagonist	RAM inhibit	Diaphorase act	Hsp70 activator	DTT redox prof	G6PDH CS	Diaph inh CS	PMI act satM6P	TLR4 MyD88 comp
1	O=C(O)CNC(=O)/C=C/c1c(Cl)cccc1Cl	1	-0.3	-18.7	2.5	0.9	0.0	-2.1	5.4	11.0	0.9	-0.8
2	CN1CCN(c2ccc(-c3ccc4ccccc4n3)cc2)CC1	0.9	92.1*	1.8	0.2	0.8	-0.7	-0.6	-3.9	21.5	0.8	7.1
3	COC(=O)C1CCN(C(=O)c2ccc(Cl)c(S(=O)(=O)NCc3cccnc3)c2)CC1	0.9	-3.3	·	1.2	0.9	-0.1	-2.4	1.6	7.4	1	8.1
4	CCC(C(=O)Nc1cc(C(=O)O)ccc1C)c1ccccc1 (stereo unspecified)	1	-3.1	1.4	4.1	0.9	-0.1	-0.1	-1.4	7.6	1	-16.0
5	O=C(COc1ccc(Cl)cc1)Nc1ccccc1C(=O)NCc1ccco1	0.9	2.5	21.6	4.7	1	0.0	2.5	5.2	2.8	1	-2.8
6	CCCOc1ccc(C2c3c(oc4cc(C)c(C)cc4c3=O)C(=O)N2CCCN(C)C)cc1OCC (stereo unspecified)	1.1	-0.8	-17.7	-1.1	1.1	-0.1	0.6	11.3	-12.8	1	-1.4
7	CCN1C(=O)/C(=C2/C=Cc3ccccc3N2CC)SC1=S	0.9	4.0	11.2	2.4	0.9	0.7	-0.5	5.0	13.4	0.9	-3.3
8	COc1ccc(Cl)cc1NC(=O)CN1CCC(n2nnc3cc(C)ccc32)CC1	1	22.7	1.4	-1.1	0.9	-0.5	-0.2	5.3	8.0	1	1.6
9	COc1cc(OC)c(NC(=O)C(=O)CC(=O)c2ccc(C)cc2C)cc1Cl	1	100.0*	-10.2	1.5	0.8	-0.3	-0.8	15.9	21.8	0.8	-12.9
10	C=CCn1c(SCC(=O)Nc2nc(C)cs2)nnc1C(CO)NC(=O)c1ccccc1 (stereo unspecified)	0.9	-2.3	-16.1	3.2	0.8	0.3	-0.5	-2.3	17.1	0.9	0.9
11	CC(C)C(C(=O)Nc1ccc2c(c1)OCO2)N1C(=O)c2ccccc2C1=O (stereo unspecified)	1	-4.6	8.5	1.2	1.1	-0.5	2.3	7.0	-6.9	1.1	3.4
12	Cc1ccc(NC(=O)C2CCN(S(C)(=O)=O)CC2)cc1	1	-5.7	·	1.5	0.9	-0.2	2.1	3.2	13.7	1.1	-6.1
13	Cc1c(NC(=O)C2CCCN2S(=O)(=O)c2ccccc2)c(=O)n(-c2ccccc2)n1C (stereo unspecified)	1	-4.7	7.1	1.0	1	-0.2	3.5	4.1	1.4	1.1	-5.7
14	COC(=O)c1ccc(C)c(NC(=O)CCSc2ccccc2)c1	1.1	-1.4	·	2.1	1.1	0.0	2.5	6.5	-5.1	1.3	-7.9
15	Cc1cccc(CSc2nnc(N)n2-c2ccccc2)c1	0.9	-5.9	·	0.5	0.9	-0.3	1.1	1.0	12.6	0.9	4.5
16	CC1CCCCN1CC(=O)Nc1sc2c(c1C#N)CCC2 (stereo unspecified)	0.9	3.6	-29.0	1.9	0.7	0.0	0.0	6.3	26.5	0.9	-4.7
17	O=c1c2nnn(-c3ccccc3)c2ncn1C/C=C/c1ccccc1	0.9	-9.7	-17.9	2.2	0.8	0.1	0.6	8.4	15.3	1	0.3
18	CCN(CC)c1ccc(/C=N/N(c2ccccc2)c2ccccc2)c(O)c1	0.7	-7.9	-15.8	7.6	0.8	-0.4	2.1	-4.1	18.2	0.7	1.3
19	Cc1sc2c3ccsc3ccc2[n+]1C	1	1.1	-11.5	1.6	0.8	-0.3	-0.2	10.9	19.2	1.3	-12.5
20	CS(=O)(=O)N1CCC(C(=O)Nc2cccc(Cl)c2)CC1	1.1	0.3	-3.6	-0.2	1	-0.2	-0.6	26.9	-1.7	1	0.3
21	Cc1ccc(OCCOc2cccc(Br)c2)c([N+](=O)[O-])n1	0.9	46.3	-8.6	5.0	0.8	0.3	·	-2.4	20.3	0.9	-8.0
22	Cn1c(=O)c2c(SCC(=O)c3ccccc3)nc(C3CC3)nc2n(C)c1=O	1	18.4	-12.9	3.1	0.9	-0.3	-1.6	11.8	11.3	0.9	-10.4
23	Cc1ccc(CNC(=O)Cc2ccc(-c3ccccc3)cc2)cc1	0.9	1.7	·	1.9	1	-0.1	-2.7	3.1	0.6	1	-13.3
24	CCCc1nnc(SCC(=O)N2C(C)CCCC2C)n1CCCOC (stereo unspecified)	1.1	-2.9	·	0.7	1	-0.3	0.1	2.8	-3.8	1	-1.5
25	COc1ccc(C2CC(c3ccccc3)=NN2C(=O)COC(=O)c2cccnc2Cl)cc1 (stereo unspecified)	0.9	14.0	10.1	2.7	0.9	-0.5	-0.1	-10.5	10.9	1	-4.7
26	O=C(Nc1ccccc1C(=O)NC(Cc1c[nH]c2ccccc12)C(=O)O)c1ccco1 (stereo unspecified)	1.1	-5.3	11.7	2.0	0.9	0.1	3.3	6.7	9.7	1.1	-27.1
27	CN(Cc1ccccc1)C(=O)COC(=O)CCNC(=O)c1ccccc1Cl	1.1	-5.7	-3.6	1.0	1	-0.2	-1.6	-0.8	0.5	1	0.8
28	CCn1c(NCc2ccc3c(c2)OCO3)nc2ccccc21	1.1	77.7*	·	1.1	0.9	0.0	2.5	3.1	10.8	1	-17.8
29	O=C(NCc1ccncc1)c1nc(-c2cccs2)no1	1.1	-2.8	-13.9	1.0	1	-0.4	-0.2	-0.3	-2.9	1.1	-5.8
30	Cc1cc(C)n(-c2nnc(C)c(=O)[nH]2)n1	1	-2.7	-20.7	-0.1	0.9	-0.3	0.9	4.2	5.3	1.1	-7.4
31	O=C(N/N=C/C=C/c1ccccc1)c1cnccn1	1	-3.4	·	0.4	1	-0.1	0.3	-0.6	-0.9	1	11.6
32	COc1nc2ccc(C)cc2cc1-c1noc(-c2cccnc2)n1	0.9	-1.2	14.1	0.8	0.9	-0.5	-0.3	-42.8	8.1	0.9	1.8
33	Cc1ccc(CSc2nnc(-c3cccc(S(=O)(=O)N4CCOCC4)c3)n2C2CCCC2)cc1	0.8	38.5	2.3	2.5	0.8	-0.1	0.0	5.3	18.6	0.9	-20.2
34	Cc1ccc(S(=O)(=O)N(C)c2ccc(NS(C)(=O)=O)cc2)cc1	0.9	0.1	-2.3	-1.3	1	0.5	-4.1	-8.7	3.3	0.9	4.5
35	COc1ccc(N=Cc2cc(Cl)ccc2O)cc1Cl	0.9	11.0	-9.9	-1.0	1	0.1	-2.4	7.9	0.1	0.6	-3.3
36	COc1ccc(-n2c(C)nc3c(cnn3-c3ccccc3)c2=O)cc1	1	-7.2	-10.2	3.1	0.9	-0.3	-0.3	-3.5	12.4	1	7.0
37	CCc1cc2c(=O)n(N)c(CCC(=O)O)nc2s1	1.1	-4.2	-11.0	0.3	1	0.0	2.6	0.7	-1.8	1.1	7.6
38	COc1ccc(N(CC(=O)N2CCc3ccccc3C2)S(=O)(=O)c2ccccc2)cc1	1	17.5	5.0	3.4	0.8	-0.3	0.3	10.0	17.3	1	-12.3
39	Cc1ccc2ncnc(Nc3ccccc3)c2c1	1	64.7*	10.0	0.7	0.8	-0.3	-1.4	-2.1	19.1	0.9	12.4
40	COc1ccccc1N/C=C(\C#N)c1nc2ccccc2[nH]1	0.9	-3.2	14.9	5.8	0.7	0.0	0.0	8.9	25.3	0.8	17.5
41	CCn1cc(/C=N/NC(=O)c2cc3c(ccc4ccccc43)o2)c2ccccc21	0.9	99.5*	·	1.0	0.6	0.0	-3.7	2.6	37.0	1	-5.8
42	COc1ccc(Nc2nc3c(c(=O)n(C)c(=O)n3C)n2CCO)cc1	0.9	-0.5	-15.4	2.4	0.9	-0.2	-2.9	5.9	13.8	0.9	13.7
43	NC(=O)c1cc(-c2ccncc2)nc2ccc(Cl)cc12	1.2	-4.1	-3.5	2.1	1.3	-0.4	0.4	11.9	-25.8	1.1	-9.4
44	COc1ccc(OC)c(NC(=O)Nc2nnc(N3CCC(C)CC3)s2)c1	0.8	8.3	4.7	4.0	0.8	-0.2	-0.2	3.8	24.7	0.8	6.5
45	CCC1=NC(c2ccc(OC)cc2OC)N(O)C1(C)C (stereo unspecified)	1.1	-4.4	-18.8	0.3	0.9	-0.1	6.6	7.2	10.3	1.3	-2.4
